B2AR arrestin: agonists driving beta-arrestin recruitment to human beta2-adrenergic receptor; P07550; beta-arrestin recruitment to beta2AR, cell-based reporter; Potency, µM (series often up to 46.1 µM), inactives show top-dose activation, most hits filed as activators; 330,000 compounds, 0.02% hits; AID 492947;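 note: potency is the fitted concentration of half-maximal effect; 0% = DMSO controls and full agonism = EC100 isoproterenol or metaproterenol; nearly all actives have a fitted effect of over 65% in size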
Mito fusion yeast: inhibitors of mitochondrial division or activators of mitochondrial fusion | S. cerevisiae fusion-defective mutant growth rescue, CellTiterGlo 48 h | Potency, µM (highest dose often 46.1 µM), for inactives: at the highest dose growth rescue (activation), usual class: activators | 320,000 compounds, 0.23% hits | AID 485298;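 note: potency is the fitted concentration of half-maximal effect; % of control where 0% means no effect; nearly all actives have a fitted effect of over 45% in size; temperature-sensitive fusion mutants such as fzo1-1 at 37 °C on non-fermentable ethanol glycerol medium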
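Temperature-sensitive fusion-defective S. cerevisiae (e.g. fzo1-1, mgm1-5) were grown with compound in YPEG medium (3% ethanol, 3% glycerol) for 48 hours at 37C. Growth rescue was measured as viability by CellTiterGlo luminescence after 10 minutes at ambient.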
Chronic BCR inh: chronic active BCR signaling inhibition; ABC-DLBCL IkBa-CBG/CBR reporter, luminescence ratio, 4 h; Potency, µM (titrated, usually from 46.1 µM), without a hit: at the top dose ratio change, negative = lower green/red ratio, usual class: inhibitors; 340,000 compounds, 0.05% hits; active = well fitted inhibition curve with a large enough effect in the signal ratio, with a control signal flat, not every such curve was filed as active; inconclusive = small, poorly fitted or top-dose-only effect, or effect the other way, or a change in a side signal; the % refers to the signal ratio;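 note: potency is the fitted concentration of half-maximal effect; plate controls were basal doxycycline-induced cells for no effect and cells given 10 µM MG132 for full effect; MG132 reads +100%, hits lower the ratio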
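Concentration-response series (up to 46 uM) were applied to TMD8 dual-reporter cells for 4 h at 37C with doxycycline. Green/red ratio, after filter-overlap correction, defined %Activity; red signal alone was normalised to basal cells and zero luminescence.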
ELG1 DNA repair: inhibitors of ELG1-dependent DNA repair in HEK293T cells. HEK293T ELG1-luciferase reporter, luminescence, 16 h; DNA damage induced by 5-fluorouridine. Potency, µM (highest dose often 46.1 µM), without a hit: at the highest dose activity change, negative = inhibition, hits mostly inhibitors. 330,000 compounds, 2.3% hits; note: potency is the fitted concentration of half-maximal effect; % is set by controls: 0 for no effect and ±100 for the full control effect; nearly all actives have a fitted effect of over 55% in size
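Luminescence from the luciferase reporter, measured 30 min after ONE-Glo reagent at room temperature, was the read-out. Beforehand, 2,000 cells per well were exposed for 16 hr at 37 °C to 5-fluorouridine together with compound or vehicle.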
PTAP TSG101 blk: blocks PTAP/TSG101 interaction to inhibit HIV-1 budding; Q99816; Fluorescence polarization, FITC-PTAP peptide / Tsg101 binding; Potency, µM (doses to about 115 µM), without a hit: at the top dose activity change, negative = inhibition, hits mostly inhibitors; 340,000 tested, under 10 active; active = well fitted inhibition curve with a large enough effect in the main read-out, with a control signal flat, not every such curve was filed as active; inconclusive = small, poorly fitted or top-dose-only effect, or effect the other way, or a change in a side signal; inactive = no such curve, though single readings can be large or run the other way; note: potency is the fitted concentration of half-maximal effect; % of control where 0% means no effect
Target sequence (Q99816 whole entry, looked up): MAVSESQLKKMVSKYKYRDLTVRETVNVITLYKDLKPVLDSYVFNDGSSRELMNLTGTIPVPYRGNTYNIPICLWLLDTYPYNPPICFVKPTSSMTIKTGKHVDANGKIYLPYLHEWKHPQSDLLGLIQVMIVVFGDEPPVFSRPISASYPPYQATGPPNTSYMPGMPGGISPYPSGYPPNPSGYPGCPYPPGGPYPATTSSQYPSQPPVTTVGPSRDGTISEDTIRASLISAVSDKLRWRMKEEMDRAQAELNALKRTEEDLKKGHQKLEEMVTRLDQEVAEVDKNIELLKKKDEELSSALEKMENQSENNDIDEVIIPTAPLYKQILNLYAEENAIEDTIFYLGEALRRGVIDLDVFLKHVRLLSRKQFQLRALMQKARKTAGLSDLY
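Compounds were pin-transferred onto Tsg101 binding domain (10 uM final) in HEPES pH 7.5 buffer, then FITC-PTAP peptide was added at 50 nM final. After 20 min at RT, polarization reported peptide displacement across a qHTS concentration series.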
uPA generation: cell surface uPA generation inhibition; cell surface uPA generation assay, qHTS; Potency, µM (series often up to 38.3 µM), inactives show at the top dose activity change, negative = inhibition, usual class: inhibitors; 330,000 compounds, 0.31% hits; AID 540303; active = well fitted inhibition curve with a large enough effect; inconclusive = small, poorly fitted or top-dose-only effect; inactive = no such curve, though single readings can be large or run the other way; tested in mouse RAW 264.7 cells; note: potency is the fitted concentration of half-maximal effect; % is set by controls: 0 for no effect and ±100 for the full control effect; nearly all actives have a fitted effect of over 55% in size
Tb PFK block: blocks T. brucei phosphofructokinase; 330,000 compounds, 0.17% hits; O15648; Potency, µM (top dose mostly 57.5 µM), inactives show at the top dose activity, negative = inhibition, most hits filed as inhibitors; T. brucei PFK, ADP-Glo luminescence;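 note: potency is the fitted concentration of half-maximal effect; 0% = uninhibited 1x PFK enzyme wells and -100% = no-enzyme wells; nearly all actives have a fitted effect of over 60% in size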
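ADP-Glo luminescence quantified ADP after 45 min at room temperature, with 1.25 nM T. brucei PFK, 0.1 mM ATP and 0.5 mM fructose-6-phosphate in pH 8.0 TEA buffer. qHTS titrations up to 57 µM; curves classified by quality.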
TCR activator: activators of T cell receptors; primary human leukocytes, anti-CD3, IL-2 HTRF, 48 h; Potency, µM (top dose mostly 9.22 µM), for the others: at the top dose activation of IL-2 secretion, usual class: activators; 330,000 tested, under 10 active; AID 504894; note: % of control where 0% means no effect
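TCR engagement came from a-CD3 beads alone, with compounds added to primary human leukocytes for 48 hr. Secreted IL-2 bridged europium cryptate- and d2-labelled anti-IL-2 antibodies, giving FRET emission at 665nm after 320nm excitation.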
USP2a inh: blocks human ubiquitin-specific protease USP2a; O75604; USP2 core, Ub-CHOP2 coupled fluorogenic reporter, 485/531; Potency, µM (highest dose often 38.3 µM), for inactives: at the highest dose activity change, negative = inhibition, hits mostly inhibitors; 330,000 compounds, 0.01% hits; AID 463254;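 note: potency is the fitted concentration of half-maximal effect; plate controls were DMSO wells for no effect and full inhibition by NEM control for full effect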
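Cell-free coupled assay: 10nM USP2 core preincubated 30min RT with compound in Tris-HCl pH 8.0/CaCl2/CHAPS buffer, then 25nM Ub-CHOP2 and 25nM reporter substrate; fluorescence (Ex 485/Em 531) read after 60min RT, normalized to NEM inhibition, concentration-response curves fitted.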
Eya2 phos inh: inhibitors of human Eya2 phosphatase activity; O00167; recombinant Eya2, OMFP fluorescence dephosphorylation (OMFP is methylfluorescein phosphate); 330,000 compounds, 0.006% hits; Potency, µM (doses to about 76.9 µM), for inactives: top-dose activity, negative = inhibition, actives largely listed as inhibitors; AID 488837; note: potency is the fitted concentration of half-maximal effect; % is set by controls: 0 for no effect and ±100 for the full control effect
Target sequence (O00167 whole entry, looked up): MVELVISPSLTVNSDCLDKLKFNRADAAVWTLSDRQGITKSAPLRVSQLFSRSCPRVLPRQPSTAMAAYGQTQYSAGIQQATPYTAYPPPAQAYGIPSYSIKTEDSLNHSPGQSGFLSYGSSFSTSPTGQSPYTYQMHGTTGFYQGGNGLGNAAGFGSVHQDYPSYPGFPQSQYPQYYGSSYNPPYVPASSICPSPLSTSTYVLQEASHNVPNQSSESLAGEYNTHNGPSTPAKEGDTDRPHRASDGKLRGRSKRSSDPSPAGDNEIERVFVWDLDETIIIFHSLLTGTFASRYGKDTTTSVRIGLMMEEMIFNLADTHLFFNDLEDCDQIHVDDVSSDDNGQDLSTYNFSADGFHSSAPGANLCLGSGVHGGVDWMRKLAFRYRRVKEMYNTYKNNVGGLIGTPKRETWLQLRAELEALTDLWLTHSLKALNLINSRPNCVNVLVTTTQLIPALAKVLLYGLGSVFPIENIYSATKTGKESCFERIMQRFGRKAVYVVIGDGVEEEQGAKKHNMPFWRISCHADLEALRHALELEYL
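Eya2 protein (added as 0.2 uM solution) was preincubated with compound for 10 min at ambient temperature in 50 mM HEPES pH 7.5, 50 mM NaCl, 5 uM MgCl2, 0.05% BSA, 1 mM DTT. OMFP (added at 50 uM) then reacted 10 min; fluorescence read at 485/525 nm.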
TSHR antag: antagonists of human thyroid stimulating hormone receptor. TSHR-expressing cells, TSH-stimulated cAMP HTRF, 2 h; active compounds read low. AID 504810. 330,000 compounds, 0.2% hits. activity change, negative = inhibition, % at 11.5 µM. P16473;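 active = activity change below a set negative limit, meaning inhibition stronger than a set level, cut at about -70% in these data; inconclusive = activity change between two set negative limits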; note: % is set by controls: 0 for no effect and ±100 for the full control effect
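TSHR-expressing cells, 200/well, pre-treated with compound, then stimulated with EC80 TSH (4nM final) for 2 hours at 37 deg C. cAMP measured by competitive HTRF: anti-cAMP cryptate antibody in lysis buffer plus cAMP-d2, read after 30 minutes at room temperature.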
An asterisk follows results filed as active; ? = inconclusive; . = no result given; [ ] = dose if it differs, or a comment. Unless noted, calls come from the whole dose curve; as a rule, active = well fitted curve in the direction sought with a large enough effect; inconclusive = small, poorly fitted or top-dose-only effect, or another doubt; inactive = no such curve, though single readings can be large; an effect the other way counts as inactive or inconclusive. Rows are unselected (roughly 3% active in at least one column).

SMILES	B2AR arrestin	Mito fusion yeast	Chronic BCR inh	ELG1 DNA repair	PTAP TSG101 blk	uPA generation	Tb PFK block	TCR activator	USP2a inh	Eya2 phos inh	TSHR antag
COc1ccc2c(c1)cc1c(=O)n(CC(=O)NCCCN3CCOCC3)nc(C)n12	-0.5%	-1%	3%	?	-1%	10%	2%	4%	-2%	6%	13
O=C(COc1ccc2ccccc2c1CN1CCOCC1)N1CCc2ccccc21	-1.6%	-3%	-5%	?	-2%	-5%	3%	.	0%	13%[15.4 µM]	5
Cc1cc(C(F)(F)F)nc(SCC(=O)Nc2cc(C)on2)n1	0.1%	-3%	0%	?	-5%	-3%	1%	11%	2%	5%	1
Cc1ccc(S(=O)(=O)N2CCOCC2)cc1C(=O)Nc1ccc2c(c1)OCCO2	0.2%	-5%	?	-1%	-3%	8%	0%	15%	1%	18%	-1
COCCN1CC(CNC(=O)c2cc(COc3ccccc3SC)on2)CC1=O (configuration not stated)	0.3%	-1%	-12%	22%	3%	15%	3%	5%	0%	8%	16
O=C(O)CSc1nccn1-c1cccc(Cl)c1	-1.1%	-1%	10%	-3%	-8%	3%	0%	9%	2%	15%	-1
CN1CCN(C(=O)CCc2nnc3ccc(N4CCC5(CC4)OCCO5)nn23)CC1	0.2%	0%	2%	14%	0%	6%	0%	-8%	0%	-8%	7
CCC(CC)C1C(C#N)=C(N)SC(N)=C1C#N	-0.1%	10%	?	2%	-10%	4%	2%	-3%[46.1 µM]	0%	5%	5
O=C(c1cccnc1)N1CCC(Oc2ccc(C(=O)N3CCCCO3)cc2)CC1	-0.5%	2%	?	4%	-7%	-15%	0%	8%	2%	1%	-6
CC1(C)OC(=O)C(=NNc2ccc(O)cc2)C(=O)O1	-0.4%	-3%	0%	7%	-1%	-13%	10%	4%	4%	8%	23
O=c1c2ccccc2oc2cc(-c3ccc(CN4CCOCC4)cc3)ccc12	-0.5%	?	?	?	-14%	-21%	8%	-4%	-11%	0%	-42
COc1ccc(S(=O)(=O)n2nc(OC(=O)C3CCCCC3)cc2N)cc1	-0.5%	1%	-5%	-11%	-4%	3%	-5%	4%	1%	-16%	15
CCc1ccc(C(=O)Cn2cnc3cc([N+](=O)[O-])ccc3c2=O)cc1	0.4%	9%	?	?	0%	-3%	0%	18%	0%	-1%	-9
Cc1onc(C(=O)Nc2sc3c(c2C(N)=O)CCCC3)c1[N+](=O)[O-]	-0.7%	6%	-1%	0%	-3%	0%	-10%	-1%	1%	5%	1
C/C(=C\c1ccccc1)CN1CCN(Cc2ccc(C)o2)C(CCO)C1 (configuration not stated)	0.1%	-4%	?	-6%	1%	4%	5%	0%	0%	-7%	-12

Of the compounds above, these have a nitro group on carbon:
SMILES	B2AR arrestin	Mito fusion yeast	Chronic BCR inh	ELG1 DNA repair	PTAP TSG101 blk	uPA generation	Tb PFK block	TCR activator	USP2a inh	Eya2 phos inh	TSHR antag
CCc1ccc(C(=O)Cn2cnc3cc([N+](=O)[O-])ccc3c2=O)cc1	0.4%	9%	?	?	0%	-3%	0%	18%	0%	-1%	-9
Cc1onc(C(=O)Nc2sc3c(c2C(N)=O)CCCC3)c1[N+](=O)[O-]	-0.7%	6%	-1%	0%	-3%	0%	-10%	-1%	1%	5%	1

Additional entries follow.
SMILES	B2AR arrestin	Mito fusion yeast	Chronic BCR inh	ELG1 DNA repair	PTAP TSG101 blk	uPA generation	Tb PFK block	TCR activator	USP2a inh	Eya2 phos inh	TSHR antag
CC(C)CNC(=S)NC(=O)c1ccc(F)cc1	-2.0%	-9%	?	?	-3%	3%	-1%	0%[46.1 µM]	1%	-12%	1
Cc1cccc(NS(=O)(=O)c2ccc(C(=O)N3CCCCCC3)cc2)c1C	-0.3%	-6%	2%	-15%	-1%	3%	0%	-5%	3%	1%	-14
COc1ccc(CCN2CC(C(=O)Nc3cccc(C(C)=O)c3)CC2=O)cc1OC (configuration not stated)	0.0%	-1%	?	-8%	-6%	1%	3%	-4%	0%	14%	8
CC(C)CNS(=O)(=O)c1cc(C(=O)N2CCOCC2)c(Cl)cc1Cl	3.1%	-2%	22%	1%	-1%	.	-8%	8%	0%	-13%	3
COc1cc(/C=C(\NC(=O)c2ccccc2)C(=O)Nc2nccs2)ccc1OC(C)=O	0.2%	-2%	2%	?	-1%	-17%	-8%	12%	0%	-11%	-5
O=C(Cc1ccc(F)cc1)Nc1cccc(-c2ccc3nncn3n2)c1	0.1%	5%	5%	-5%	1%	3%	-3%	2%	-2%	5%	-6
O=C(Nc1cccn(Cc2c(Cl)cccc2Cl)c1=O)C1CC1	-1.0%	0%	-1%	?	0%	3%	-5%	6%	0%	-4%	-7
COc1ccc(N2CCN(C(=O)c3ccc4nc(N5CCCCC5)sc4c3)CC2)cc1	-0.3%	7%	-3%	?	1%	1%	-2%	-11%	0%	-8%	-3
CC(C)NC(=O)C1CC(=O)N(C(C)c2ccccc2)C1 (configuration not stated)	-0.1%	-1%	13%	2%	1%	.	0%	4%	-1%	11%	5
CN(C)CCCN(C(=O)c1ccc(S(=O)(=O)N2CCCc3ccccc32)cc1)c1nc2ccc(F)cc2s1	-0.8%	-9%	-15%	0%	.	.	3%	.	-5%	-5%	8
CCOc1ccc(-n2c(C)nc3cc(C(=O)NCCN4CCOCC4)ccc32)cc1	-0.9%	-7%	-3%	-11%	2%	.	-1%	8%[46.1 µM]	3%	-3%	9
N=C(N)SCP(=O)(c1ccccc1)c1ccccc1	4.6%	5%	?	?	0%	-19%	-11%	0%	2%	0%	4
CCCn1c(N)c(C(=O)CN(C)CC(=O)Nc2ccc(F)cc2)c(=O)[nH]c1=O	0.3%	0%	1%	?	-3%	-7%	-5%	-3%	0%	15%	-2
O=C(Cc1cccs1)N(Cc1ccco1)C1(C(=O)NC2CCCCC2)CCCCC1	0.4%	6%	5%	?	-4%	-1%	-6%	-8%	-7%	14%	.
CN(C)c1cccc(C(=O)NCc2ccccc2)c1	-0.4%	0%	-3%	?	1%	6%	6%	-2%	3%	-3%	40
COc1cc(OC)cc(C(=O)N2CCC(n3c(C)nc4cc(F)ccc43)CC2)c1	0.1%	2%	-3%	?	-4%	1%	4%	-19%	4%	7%[15.4 µM]	19
Cc1ccc(S(=O)(=O)N/N=C/c2cc(Br)c(C)o2)cc1	-0.2%	2%	6%	-15%	-6%	3%	15%	1%	2%	-9%	33

Entries of single compounds, looked up by structure. Order of screens: B2AR arrestin, Mito fusion yeast, Chronic BCR inh, ELG1 DNA repair, PTAP TSG101 blk, uPA generation, Tb PFK block, TCR activator, USP2a inh, Eya2 phos inh, TSHR antag
`O=C(Nc1cccn(Cc2c(Cl)cccc2Cl)c1=O)C1CC1` is entered as -1.0%, 0%, -1%, ?, 0%, 3%, -5%, 6%, 0%, -4%, -7
`Cc1ccc(S(=O)(=O)N/N=C/c2cc(Br)c(C)o2)cc1` is entered as -0.2%, 2%, 6%, -15%, -6%, 3%, 15%, 1%, 2%, -9%, 33

Reformatted: 3 of the compounds above.
structure,B2AR arrestin,Mito fusion yeast,Chronic BCR inh,ELG1 DNA repair,PTAP TSG101 blk,uPA generation,Tb PFK block,TCR activator,USP2a inh,Eya2 phos inh,TSHR antag
CN(C)c1cccc(C(=O)NCc2ccccc2)c1,-0.4%,0%,-3%,?,1%,6%,6%,-2%,3%,-3%,40
CN(C)CCCN(C(=O)c1ccc(S(=O)(=O)N2CCCc3ccccc32)cc1)c1nc2ccc(F)cc2s1,-0.8%,-9%,-15%,0%,.,.,3%,.,-5%,-5%,8
CCCn1c(N)c(C(=O)CN(C)CC(=O)Nc2ccc(F)cc2)c(=O)[nH]c1=O,0.3%,0%,1%,?,-3%,-7%,-5%,-3%,0%,15%,-2
